Compound activity as filed in PubChem.
TIM10 inh: TIM10 yeast growth inhibition. AID 463195. actives 1.4% (n = 330,000). S. cerevisiae TIM10 strain growth, BacTiter-Glo luminescence, 24 h. inhibition, % at 10 µM;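 active = inhibition of 40% or more at the single tested concentration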;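 also: wild-type TIM10 isogenic control strain grown at permissive 25 °C; 0% = DMSO yeast wells and 100% = minimal medium wells without yeast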
MPTP inh: permeability transition pore inhibition; isolated mouse mitochondria, Ca2+ swelling absorbance, 30 min; inhibition, % at 10 µM; actives 1.4% (n = 360,000); AID 602449;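 active = inhibition of 50% or more, scaled per plate between neutral and stimulator controls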;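 also: 0% = DMSO wells given calcium and 100% = 1 mM EGTA wells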
NALP3 yeast inh: inhibitors of NALP3 inflammasome in yeast; Yeast reconstituted NLRP3/ASC/caspase-1, beta-gal luminescence, 24 h; inhibition, % at 10 µM; actives 0.39% (n = 330,000);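 active = inhibition of 50% or more; inactive = inhibition below 50%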;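 also: plate controls were induced DMSO wells for no effect and uninduced yeast grown without galactose for full effect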
GRIN3A LBD mod: modulators (binders) of human NR3A ligand-binding domain. actives 2.5% (n = 340,000). NR3A LBD differential scanning fluorimetry, Tm shift; 0% = protein alone, 100% = glycine-bound protein. Tm shift relative to glycine control, % at 25 µM;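 active = melting temperature shift of at least 10% of the positive control shift, at one fixed dose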
APJ antag: APJ receptor antagonism | actives 0.32% (n = 330,000) | inhibition, % at 20 µM | CHO-K1 APJ beta-arrestin complementation, luminescence;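 active = inhibition above about 40% at 20 µM, limit read from the data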;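 also: cells challenged with 10 nM apelin-13 agonist together with compound; plate controls were apelin-13 plus DMSO wells for no effect and DMSO wells lacking apelin-13 for full effect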
Target sequence (P35414 whole entry, looked up): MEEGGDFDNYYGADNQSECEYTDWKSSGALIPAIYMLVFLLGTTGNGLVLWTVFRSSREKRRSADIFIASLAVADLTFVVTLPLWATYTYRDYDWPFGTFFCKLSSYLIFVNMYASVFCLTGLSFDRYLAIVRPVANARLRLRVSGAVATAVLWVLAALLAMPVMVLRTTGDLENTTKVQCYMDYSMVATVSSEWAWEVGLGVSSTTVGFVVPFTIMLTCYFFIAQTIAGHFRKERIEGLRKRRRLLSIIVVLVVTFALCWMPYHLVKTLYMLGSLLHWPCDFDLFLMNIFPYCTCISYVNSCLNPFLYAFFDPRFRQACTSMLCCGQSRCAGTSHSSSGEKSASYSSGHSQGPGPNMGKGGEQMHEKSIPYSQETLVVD
tim23-1 inh: growth inhibitors of tim23-1 mutant yeast; S. cerevisiae tim23-1 growth, BacTiter-Glo luminescence, 24 h; inhibition, % at 20 µM; actives 1.3% (n = 330,000); AID 463212;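 active = growth inhibition of the mutant yeast at or above 50%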;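 also: temperature-sensitive mutant grown at 25 °C; plate controls were DMSO-treated mutant yeast for no effect and medium wells lacking yeast for full effect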
APJ ag: agonists of human APJ apelin receptor | P35414 | CHO-K1 APJ PathHunter beta-arrestin, luminescence; 0% DMSO wells, 100% apelin | activation, % at 20 µM | actives 0.11% (n = 330,000);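 active = activation more than six SD over the plate average, tested at 20 µM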;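 also: 0% = DMSO alone and 100% = apelin-13 at 10 nM; some results filed as inactive read as strong as hits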
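Material: engineered CHO-K1 APJ arrestin reporter cells; amount: 1000 CHO-K1 reporter cells seeded per well; incubation: compound stimulation 90 min at 25 °C, detection 60 min; signal: luminescent beta-gal fragment complementation, chemiluminescent substrate; read-out basis: APJ agonist activity; controls: DMSO-only wells as negative, 10 nM Apelin-13 as positive control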
tim10-1 inh: growth inhibitors of tim10-1 mutant yeast; inhibition, % at 20 µM; S. cerevisiae tim10-1 ts strain growth, BacTiter-Glo, 24 h; actives 2.2% (n = 330,000);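 active = inhibition of at least 40%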;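 also: mutant grown at 25 °C; 0% = DMSO wells with yeast and 100% = wells holding no yeast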
beta cell repl: inducers of beta-cell replication in MIN6 cells; MIN6 cells proliferation, ATPlite luminescence, 48 h; cells starved in 0.2% serum; 100% = growth in 10% serum; proliferation, % at 10 µM; actives 0.29% (n = 330,000); AID 2380;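 active = compounds whose signal lies at least 3.5 SD above the mean of all wells on their plate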;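 also: 0% = DMSO-treated cells in low-serum medium and 100% = 10% serum control; some compounds called inactive have numbers as strong as hits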
* marks the source's active call; other numbers are inactive results; · = no result given. Outcome played no part in choosing rows; about 7.2% have a hit in one of these screens.

SMILES	TIM10 inh	MPTP inh	NALP3 yeast inh	GRIN3A LBD mod	APJ antag	tim23-1 inh	APJ ag	tim10-1 inh	beta cell repl
CC(C)CNS(=O)(=O)c1ccc(CCC(=O)N2CCN(c3ccccc3)CC2)cc1	1	-0.4	-2	2	4	11	2	16	4
Cc1ccc(S(=O)(=O)N2[C@@H](c3ccc(Cl)cc3)C(C(=O)O)=CC[C@H]2c2cccc(Cl)c2)cc1	18	3.6	-2	-11	11	34	-4	27	-8
COc1ccc(NS(=O)(=O)c2cc(NC(=O)c3nn(C)c(=O)c4ccccc34)ccc2OC)cc1	11	-3.0	7	-3	-4	-3	0	5	-3
CC(=O)c1ccc(N2CCN(C(=O)Cc3ccccc3)CC2)c(F)c1	-19	1.5	-1	1	-1	10	-3	24	0
CC(C)(C)NC(=O)CN(Cc1ccc(F)cc1)C(=O)Cn1nnc(-c2ccc(F)cc2)n1	-8	2.8	24	-2	-4	5	-3	3	-2
CCN(CC(=O)NCc1cccs1)C(=O)COc1ccccc1C#N	-2	-1.4	9	1	0	3	-4	-15	3
CC(C)C(NC(=O)c1ccc(C(C)(C)C)cc1)C(=O)O (stereo unspecified)	24	1.0	7	1	-15	10	-3	8	-2
CN(CC(=O)Nc1ccc(Cl)cc1)S(=O)(=O)c1cccc2cccnc12	21	-3.5	16	-3	11	42	5	33	-5
Cc1nnc(SCC(=O)NC2CCCc3ccccc32)n1-c1ccccc1 (stereo unspecified)	3	4.0	1	-2	10	6	1	15	3
COC(=O)c1c(NC(=O)C(C)(C)C)csc1C	-1	1.4	15	1	6	6	-1	-1	1
O=C(NC1CCCCC1)C1(S(=O)(=O)c2ccc(Cl)cc2)CC1	7	-1.4	40	-1	9	8	-3	7	-3
O=C(/C=C/c1cccc(F)c1)OCC(=O)N1CCc2ccccc21	-19	-0.5	6	2	-15	-17	-3	-14	-4
CCCc1cc(=O)c2ccc(OCC(C)=O)cc2o1	-14	4.3	5	2	1	-6	-1	-12	-2
COc1cc(/C=N/NC(=O)c2cc(C)oc2C)ccc1OCc1ccccc1	10	-0.6	23	8	-11	7	4	16	-3
CCOCC(=O)Nc1c(C(=O)N2CCN(c3ncccn3)CC2)oc2ccccc12	1	0.0	18	2	6	28	-5	12	2
C=CCn1c(N)c(C(=O)N2CCOCC2)sc1=S	-3	-0.4	18	-3	-7	-21	-3	3	-1
CC1=C(C(=O)N2CCOCC2)C(c2ccccc2F)NC(=O)N1 (stereo unspecified)	5	0.9	0	-2	2	-4	-1	0	-3
COc1ccccc1N1CCN(Cc2cc(=O)c(OCC(=O)Nc3ccccc3)co2)CC1	0	-0.1	19	0	9	3	-7	-4	-1
COc1ccccc1CCc1nnc(CCC(=O)N(C)Cc2ccncc2C)o1	-2	1.1	-15	2	-7	3	1	16	-3
O=c1[nH]c2ccc(NS(=O)(=O)c3ccc(F)c(Cl)c3)cc2[nH]1	-13	0.4	9	-1	-13	-3	3	10	-1
CC12CCC(=O)N1C(C(=O)N1CCN(c3ccc([N+](=O)[O-])cc3)CC1)CS2 (stereo unspecified)	-4	-1.4	19	-2	-7	12	-1	9	6
COc1ccc(CCn2c(C)cc(C(=O)CCl)c2C)cc1OC	42*	-0.2	-32	1	15	48	-2	-3	-7
C/C(Cc1ccccc1)=N\NC(=O)CNC(=O)c1ccccc1Cl	-5	0.3	12	0	10	8	3	-14	-2
COC(=O)[C@@H]1C(c2c(OC)cc(OC)cc2OC)=NO[C@H]1C(=O)OC	-1	-6.1	12	-4	0	-1	-3	19	0
Cc1cc(C=O)c(C)n1-c1ccc(N2CCOCC2)c([N+](=O)[O-])c1	-7	-0.1	13	0	7	15	-2	14	-1
COc1ccc(CCCNC(=O)CC#N)cc1OC	7	-1.3	15	0	16	12	-3	2	-1
COc1cc(/C=C/C(=O)O)cc(S(=O)(=O)NNC(=O)c2ccc3c(c2)OCO3)c1OC	-2	-2.1	8	0	-4	-5	-7	-16	0
Cc1ccc(S(=O)(=O)N2CCCCC2)cc1NC(=O)Cc1c[nH]c2ccccc12	13	1.5	14	-10	10	12	6	-4	-1
COc1ccc(C(=O)COC(=O)c2ccc(Cl)nc2)cc1OC	-11	0.7	25	1	6	15	6	-3	-2
CN(C)N=Nc1ccc(S(=O)(=O)N2CCSC2C(=O)O)cc1 (stereo unspecified)	3	-1.1	8	-2	-11	21	1	8	1
O=C(O)c1ccc(S(=O)(=O)N2CCC(n3nnc4cc(C(F)(F)F)ccc43)CC2)cc1	5	-3.2	0	1	0	-13	-1	3	-1
Cc1coc2cc3oc(=O)c(CCC(=O)N4CCC(C(=O)O)(c5ccccc5)CC4)c(C)c3cc12	-1	-0.1	16	0	-29	15	-4	0	-4
COc1ccc(-c2nc3c4c(ncn3n2)-c2ccccc2CC42CCCC2)cc1	-10	78*	1	-2	-12	-1	-1	12	-1
O=C(C[C@@H]1C/C=C\CCC(=O)OC[C@@H]2CCCN2C1=O)NCCO	1	0.5	-7	-1	5	-9	-3	-8	0
COc1ccc(C(=O)NC(=S)NCc2ccccc2)cc1	21	2.6	17	-1	13	40	-3	34	-6
CCCOc1ccc(C(C(=O)OCCN(CC)CC)c2ccccc2)cc1 (stereo unspecified)	-1	82*	10	-1	-8	-5	-5	5	-2
CCC(C(=O)Nc1ccc(S(=O)(=O)N2CCN(C)CC2)cc1)c1ccccc1 (stereo unspecified)	-1	0.2	19	3	5	8	-1	-12	0
COc1ccc(C(=O)n2nc(-c3ccco3)nc2SC)cc1OC	3	-0.9	-5	1	12	8	5	22	-1
COc1cccc(C(=O)NC2CCN(CC(=O)NCc3ccccc3F)CC2)c1	-16	1.3	19	1	14	-11	-2	-18	0
CCCCCCOC(=O)C(C#N)c1nc2ccccc2nc1N1CCOCC1 (stereo unspecified)	2	11	13	4	5	8	-3	-1	-6
COc1ccc(O)c(C(=O)c2cnc3onc(C(C)C)c3c2)c1	23	3.8	14	0	-15	10	4	12	-4
CSCCC(NC(=O)c1ccccc1Cl)C(=O)N1CCC1 (stereo unspecified)	3	0.0	-10	1	12	10	-2	9	1
O=[N+]([O-])c1cccnc1NCCc1ccccc1	-11	1.8	17	-3	5	3	-2	6	-3
CCOc1ccc(C(=O)CCC(=O)N(CC)CC(=O)Nc2c(F)cccc2F)cc1	8	-1.0	10	0	9	-3	4	13	-3
CC1CCN(C(=O)CC2C(=O)Nc3c2c(=O)n(C)c(=O)n3Cc2ccccc2)CC1 (stereo unspecified)	9	-2.6	7	1	19	16	1	15	-3
Nc1c(C(=O)NCCc2ccccc2)sc2nc(N3CCOCC3)c3c(c12)CCCC3	8	3.1	-7	-3	-8	16	-7	14	-3
CCN1C(=O)CC(NNC(=O)c2ccccc2)C1=O (stereo unspecified)	17	1.7	3	1	1	13	-2	8	-2
Cc1cc(Br)c(NC(=O)CN2CCCC2)c(Br)c1	-3	-0.8	-1	-1	20	-10	-2	-20	0
Cc1ccc2cc(C)c3nnc(SCC(=O)c4cccs4)n3c2c1C	16	-0.9	-4	-2	-5	38	0	40*	0
O=C1C=C(c2ccc(OC(F)(F)F)cc2)C[C@@H](c2ccc(Cl)cc2)C1	17	0.2	9	1	12	32	-4	25	-1
Cc1cc(NC(=O)c2cccc(C(=O)Nc3cc(C)on3)n2)no1	14	0.9	7	0	-1	-5	1	7	-2
CCCCn1c(=O)[nH]c(=O)c2c1nc(-c1ccc(C(F)(F)F)cc1)n2C	11	7.4	-2	1	-3	10	1	13	1
CSc1ccccc1OCc1cc(C(=O)N(C)C(C)c2nc(C)cs2)no1 (stereo unspecified)	3	0.4	13	2	7	34	1	18	1
O=C(NCC1CCCO1)c1ccc(NC(=O)c2cccc(Br)c2)cc1 (stereo unspecified)	0	-0.2	17	-12	10	-7	-2	-20	-3
O=C(NC1CC1)C1=C[C@H](c2c[nH]c3ccccc23)C[C@H](OCc2ccc(CO)cc2)O1	14	-1.3	8	-4	1	19	8	1	-1
COc1ccc(C2(CNC(C)=O)CCOCC2)cc1OC	-16	-1.6	6	1	8	-6	-3	8	-2
CCn1cc(C=O)c2cc(S(=O)(=O)N3CCOCC3)ccc21	-1	-4.7	-10	-2	-2	-1	1	-15	-5
Cc1nnc2sc(SCc3cccc(Cl)c3)nn2c1=O	-15	-1.2	29	-2	-11	22	-7	34	-2
N#CC1=C(N)OC2=C(CC/C2=C\c2ccccc2)C1c1ccccc1 (stereo unspecified)	34	3.6	-2	-6	17	34	-1	36	-6
COc1ccc(-c2cn(CCC(=O)NCc3ccc(C)cc3)c(CCN)n2)cc1	12	1.8	19	0	10	14	2	3	-4

Two records picked at random from the list so far, as already listed:
SMILES	TIM10 inh	MPTP inh	NALP3 yeast inh	GRIN3A LBD mod	APJ antag	tim23-1 inh	APJ ag	tim10-1 inh	beta cell repl
O=C(NCC1CCCO1)c1ccc(NC(=O)c2cccc(Br)c2)cc1 (stereo unspecified)	0	-0.2	17	-12	10	-7	-2	-20	-3
Nc1c(C(=O)NCCc2ccccc2)sc2nc(N3CCOCC3)c3c(c12)CCCC3	8	3.1	-7	-3	-8	16	-7	14	-3

New compounds follow
SMILES	TIM10 inh	MPTP inh	NALP3 yeast inh	GRIN3A LBD mod	APJ antag	tim23-1 inh	APJ ag	tim10-1 inh	beta cell repl
CCOC(=O)CN(C(=O)CCC(=O)Nc1cc(C)on1)C(C(=O)NC1CCCC1)c1cccnc1 (stereo unspecified)	-19	0.7	4	3	-5	1	-6	9	-2
O=C(NCC(=O)N(c1cccc(F)c1)C(C(=O)NC1CCCC1)c1cccnc1)c1ccco1 (stereo unspecified)	10	-0.1	4	-1	11	1	0	-18	-1
Cc1ccc(COc2ccc(C)nc2[N+](=O)[O-])cc1	3	1.9	18	1	9	25	-4	17	-4
Cc1ccc(NC(C(N)=O)c2c(C)[nH]c(=O)[nH]c2=O)cc1 (stereo unspecified)	7	-1.7	13	-4	18	19	7	2	3
Cc1ccc2c(c1)N(CC(=O)NCCCN1C(C)CCCC1C)C(=O)c1cccnc1O2 (stereo unspecified)	3	-0.2	12	-2	-40	-7	-2	-11	4
Cc1ccc(C)c(NC(=O)c2cc3ccccn3n2)c1	-10	53*	37	0	21	10	-6	10	-2
COC(=O)[C@]1(Cc2ccccc2)N[C@H](CN(C)C(=O)Nc2ccc(Cl)cc2)[C@@H]2C(=O)N(C)C(=O)[C@@H]21	5	-0.6	4	1	0	10	-2	18	-2
COc1ccccc1NC(=S)N1CCN(c2ccccc2F)CC1	5	0.5	10	-2	10	14	0	-2	-1
COC(=O)[C@H](Cc1ccccc1)NC(=O)O[C@@H]1C(=O)c2cc(Br)ccc2O[C@H]1c1cccc(OC)c1	1	·	11	·	23	-19	-5	16	-4
CCn1c(=S)sc2c(=O)n(CC(=O)NC(C)CCc3ccccc3)c(C)nc21 (stereo unspecified)	-5	-0.3	10	-4	20	-3	-2	7	-7
Cc1nn(-c2ccccc2)c(N2CCCC2)c1/C=C1\N=C(c2ccc(OC(C)C)cc2)OC1=O	14	4.1	22	1	-5	25	-4	14	-3
O=C(Nc1ncccn1)c1cccc(F)c1	-3	1.2	12	0	4	12	-1	13	-3
